Screening data: PubChem BioAssay, Vanderbilt High Throughput Screening Facility
Cav3 T inh = blocks human Cav3.2 T-type calcium channel; O95180; 100,000 compounds, 4% hits; Cav3.2-expressing cells, Fluo-4 calcium fluorescence FDSS; hits give low values; B-score at 10 µM;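 active = single-dose well whose peak fluorescence ratio is a statistical outlier from its plate by either plate-standardised score or position-corrected B-score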
Target sequence (O95180 whole entry, looked up): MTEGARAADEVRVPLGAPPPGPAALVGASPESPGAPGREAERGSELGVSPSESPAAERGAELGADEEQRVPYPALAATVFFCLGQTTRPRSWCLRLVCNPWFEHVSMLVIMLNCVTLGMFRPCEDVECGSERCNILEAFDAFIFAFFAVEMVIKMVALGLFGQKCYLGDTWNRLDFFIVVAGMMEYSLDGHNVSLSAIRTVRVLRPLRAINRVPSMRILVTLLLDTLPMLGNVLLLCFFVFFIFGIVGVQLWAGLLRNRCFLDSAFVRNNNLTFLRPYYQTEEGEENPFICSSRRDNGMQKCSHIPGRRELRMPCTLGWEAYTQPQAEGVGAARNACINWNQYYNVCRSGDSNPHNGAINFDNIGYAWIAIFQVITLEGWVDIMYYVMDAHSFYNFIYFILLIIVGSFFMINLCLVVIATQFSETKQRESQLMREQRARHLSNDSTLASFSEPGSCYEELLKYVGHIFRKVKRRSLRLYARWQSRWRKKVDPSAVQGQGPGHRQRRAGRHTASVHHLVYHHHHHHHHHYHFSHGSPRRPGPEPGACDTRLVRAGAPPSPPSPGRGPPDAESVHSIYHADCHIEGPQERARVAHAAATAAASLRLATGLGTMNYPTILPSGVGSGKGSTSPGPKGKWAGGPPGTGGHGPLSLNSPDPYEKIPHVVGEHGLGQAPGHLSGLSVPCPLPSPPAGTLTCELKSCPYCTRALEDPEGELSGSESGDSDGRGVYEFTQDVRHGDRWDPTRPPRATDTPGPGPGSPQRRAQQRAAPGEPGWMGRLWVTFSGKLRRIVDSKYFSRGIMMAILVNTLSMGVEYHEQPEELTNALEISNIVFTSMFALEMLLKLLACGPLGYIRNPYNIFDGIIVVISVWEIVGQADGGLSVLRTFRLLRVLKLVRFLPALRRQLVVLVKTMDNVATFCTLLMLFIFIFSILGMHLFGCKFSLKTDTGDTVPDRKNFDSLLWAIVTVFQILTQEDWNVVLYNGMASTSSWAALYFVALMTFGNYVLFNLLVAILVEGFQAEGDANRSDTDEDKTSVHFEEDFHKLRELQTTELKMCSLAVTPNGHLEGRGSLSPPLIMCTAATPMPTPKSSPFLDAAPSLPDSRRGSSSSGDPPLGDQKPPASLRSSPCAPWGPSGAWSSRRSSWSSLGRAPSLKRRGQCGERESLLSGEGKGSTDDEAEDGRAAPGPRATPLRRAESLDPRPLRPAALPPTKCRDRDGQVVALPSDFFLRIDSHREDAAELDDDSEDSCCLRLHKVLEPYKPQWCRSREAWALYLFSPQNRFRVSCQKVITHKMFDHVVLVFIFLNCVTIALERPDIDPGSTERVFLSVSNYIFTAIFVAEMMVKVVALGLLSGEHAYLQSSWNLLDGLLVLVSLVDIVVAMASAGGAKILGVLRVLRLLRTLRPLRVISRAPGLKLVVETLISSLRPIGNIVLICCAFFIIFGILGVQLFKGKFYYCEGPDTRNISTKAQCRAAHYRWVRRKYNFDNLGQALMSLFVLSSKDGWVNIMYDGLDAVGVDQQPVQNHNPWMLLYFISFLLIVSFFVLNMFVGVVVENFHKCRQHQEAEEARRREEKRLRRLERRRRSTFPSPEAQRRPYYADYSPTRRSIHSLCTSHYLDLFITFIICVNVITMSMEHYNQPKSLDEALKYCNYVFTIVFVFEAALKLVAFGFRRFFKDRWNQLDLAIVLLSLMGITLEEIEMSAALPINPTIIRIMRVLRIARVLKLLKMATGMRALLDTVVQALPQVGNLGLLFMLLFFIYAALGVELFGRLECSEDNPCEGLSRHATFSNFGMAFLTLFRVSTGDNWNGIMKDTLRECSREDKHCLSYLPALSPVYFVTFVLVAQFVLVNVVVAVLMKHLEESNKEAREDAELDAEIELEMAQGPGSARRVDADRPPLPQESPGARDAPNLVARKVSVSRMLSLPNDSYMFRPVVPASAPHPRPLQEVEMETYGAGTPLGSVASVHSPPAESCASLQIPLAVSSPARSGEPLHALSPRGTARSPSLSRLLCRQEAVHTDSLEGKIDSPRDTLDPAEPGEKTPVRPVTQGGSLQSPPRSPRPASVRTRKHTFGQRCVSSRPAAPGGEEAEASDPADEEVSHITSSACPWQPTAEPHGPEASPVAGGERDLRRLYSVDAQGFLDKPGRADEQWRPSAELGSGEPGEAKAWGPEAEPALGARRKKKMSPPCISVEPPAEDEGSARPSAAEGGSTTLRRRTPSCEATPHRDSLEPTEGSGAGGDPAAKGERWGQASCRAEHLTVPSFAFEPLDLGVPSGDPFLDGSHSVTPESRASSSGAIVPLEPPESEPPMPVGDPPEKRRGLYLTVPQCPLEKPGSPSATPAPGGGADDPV
* = called active by the depositor. This is a subset (hit frequency here may not be typical).

entry	Molecule	Cav3 T inh
1	Cc1ccc(C)c(NS(=O)(=O)c2cc(C(=O)NCc3ccccn3)ccc2Cl)c1	-0.93
2	Cc1cc(C(=O)NCCc2ccccc2)ccc1[N+](=O)[O-]	-0.092
3	CCC(C(=O)NC1CCCC1)N(C(=O)c1snc(C(N)=O)c1N)c1ccc2c(c1)OCCO2 (stereo not given)	-1.1
4	Cc1ccccc1NC(=O)CN1C(=O)NC(C)(c2ccc3c(c2)OCO3)C1=O (stereo not given)	-0.35
5	COc1ccc(-c2nc(SC)n(S(=O)(=O)c3ccccc3)n2)cc1	-0.62
6	Cc1c(=O)n(OCc2cccc(F)c2)c2ccccc2[n+]1[O-]	1.2
7	O=C1CC(c2cccs2)c2cc3c(cc2N1)OCCO3 (stereo not given)	-0.53
8	CCN1CC=C2C(C#N)=C(N)C(C#N)(C#N)[C@H](c3cccc(OC)c3OC)[C@H]2C1	-0.76
9	CCOC(=O)N1CCN(c2cc(=O)n(-c3ccc(Br)cc3)c(=O)[nH]2)CC1	0.23
10	Cc1ccc(OCC(=O)Nc2ccccc2N2CCOCC2)c(C)c1	-4.1
11	COc1ccccc1CCNC(=O)CCSc1nc(-c2ccco2)cc(C(F)(F)F)n1	-1.8
12	CCCCn1c(=O)[nH]c(=O)c2c1nc(CN1C(=O)c3ccccc3S1(=O)=O)n2CCC	1.2

Structures listed so far with an aryl thioether with sulfur outside any ring, in the order listed:
entry	Molecule	Cav3 T inh
5	COc1ccc(-c2nc(SC)n(S(=O)(=O)c3ccccc3)n2)cc1	-0.62
11	COc1ccccc1CCNC(=O)CCSc1nc(-c2ccco2)cc(C(F)(F)F)n1	-1.8

(more compounds)
entry	Molecule	Cav3 T inh
13	COc1ccc(C(OC(=O)c2ccco2)C(=O)NC2CCCCC2)cc1 (stereo not given)	-0.44
14	Cc1ccc(NC(=O)NC2(C(=O)NCc3ccccc3)CCCCC2)cc1	-0.023
15	COc1ccc(Oc2cc(C)c3cccc(C)c3n2)cc1	0.3
16	CC(C)CCn1c(SCC(=O)c2ccccc2)nc2c1c(=O)[nH]c(=O)n2C	0.23
17	COC(=O)[C@@]1(Cc2ccc(OC)cc2)[C@H]2c3cc(C(=O)N(C)C)n(C[C@H](O)CO)c3C[C@H]2CN1C(=O)c1ccccc1	0.21
18	O=C(O)CN1C(=O)CNC1=O	0.057
19	CCCCN(Cc1ccccc1)S(=O)(=O)c1ccc2[nH]c(=O)oc2c1	-1.1
20	c1ccc(-c2csc(Cc3nnc4n3CCCCC4)n2)cc1	0.12
21	CCOC(=O)C1C(=O)CC(C)(O)C(C(=O)OCC)C1c1ccc(Br)cc1 (stereo not given)	-2.8
22	O=C(CSc1nnnn1-c1ccccc1F)Nc1nc2ccccc2s1	-0.085
23	c1ccc(OCc2nnc3sc(C4COc5ccccc5O4)nn23)cc1 (stereo not given)	-2.1
24	COc1ccc(-c2cnc(SCC(=O)Nc3ccc4c(c3)OCO4)n2Cc2ccco2)cc1	-4.1*

Carrying on.
entry	Molecule	Cav3 T inh
25	CCCC[C@@H]1CCCO[C@@](C(=O)NCc2ccccn2)(C(F)(F)F)C1	-1.2
26	CC(c1ccccc1)N1C(=O)CC(Sc2ncccc2C(=O)O)C1=O (stereo not given)	-1.2
27	O=C(Cc1ccc(-n2cccc2)cc1)NC1CCCCCC1	-0.9
28	O=C(CCN1CCN(c2ccccc2F)CC1)Nc1ccc2c(c1)OCO2	-0.033
29	CCOc1ccc(NC(=O)c2cc3c(=O)n(C)c4ccccc4c3n2C)cc1	0.4
30	O/N=C1/CCSc2ccccc21	0.32
31	CC(=O)N1CCN=C1SCc1cccc(C(F)(F)F)c1	0.14
32	CCC1CCCCN1C(=O)c1c[nH]c2ccc(S(=O)(=O)N(C)c3ccc(Cl)cc3)cc2c1=O (stereo not given)	-1.8
33	CCC(c1nnc(SCC(=O)NC23CC4CC(CC(C4)C2)C3)o1)N(C)C (stereo not given)	0.7
34	Cc1ccc(/C=C(\C#N)C(=O)Nc2c(C)cccc2C)s1	-1.8
35	O=C(CSc1nnc(-c2ccco2)o1)NC1CCCCCC1	0.8
36	CCCCC1=CC2=C(c3ccco3)C(=O)C(C)(OC(=O)c3ccc(OC)cc3)C(=O)C2=CN1Cc1ccc(OC)cc1 (stereo not given)	-1.8

(listing goes on)
entry	Molecule	Cav3 T inh
37	O=C1C=C(N2CCOCC2)CO1	-0.32
38	CC1(C(=O)O)CCC(C(=O)NC2CCCCC2)C1(C)C (stereo not given)	0.64
39	C#CCOCCOCCOCCNc1nc(N2CCN(C(=O)[C@H]([C@@H](C)CC)n3cc([C@@H](N)CC(C)C)nn3)CC2)nc(N2CCN(C(=O)[C@H]([C@@H](C)CC)n3cc([C@@H](N)CC(C)C)nn3)CC2)n1	0.51
40	Cc1ccc(C(=O)CC2(O)C(=O)N(CCc3ccccc3)c3ccc(Br)cc32)o1 (stereo not given)	-7.1*
41	CCN1CCN(CCCOc2ccc(-c3ccccc3)cc2)CC1	0.0072
42	O=S(=O)(c1cnccc1N1CCN(/N=C/c2ccc(Cl)cc2)CC1)N1CCCCC1	-0.12
43	Cn1cccc1CNC1CCCC1	0.87
44	O=C(NCCNCc1ccc(F)cc1)c1ccco1	0.57
45	O=C(Cn1nc(C(F)(F)F)c2c1CCC2)NCc1ccc(Cl)cc1	-4.5*
46	COCCn1c(=S)[nH]c2cc(C(=O)N3CCN(Cc4ccc5c(c4)OCO5)CC3)ccc2c1=O	0.44
47	CC(=O)c1cc(C)ccc1OC(=O)c1cccnc1	0.72
48	COC(=O)CSc1snnc1-c1ccc(F)cc1	0.81

3 records picked at random from those above, as already listed:
entry	Molecule	Cav3 T inh
46	COCCn1c(=S)[nH]c2cc(C(=O)N3CCN(Cc4ccc5c(c4)OCO5)CC3)ccc2c1=O	0.44
42	O=S(=O)(c1cnccc1N1CCN(/N=C/c2ccc(Cl)cc2)CC1)N1CCCCC1	-0.12
45	O=C(Cn1nc(C(F)(F)F)c2c1CCC2)NCc1ccc(Cl)cc1	-4.5*

Going on with the list:
entry	Molecule	Cav3 T inh
49	O=c1cc(O)n(-c2ccccc2)c(=S)[nH]1	0.38
50	CC(C(=O)Nc1ccc(F)c(F)c1F)N1CCCCCC1 (stereo not given)	-0.5
51	COc1ccc(-c2nc(CNS(=O)(=O)c3cc(OC)ccc3OC)cs2)cc1	-3.2
52	O=C(O)CSc1cccc2cccc(C(=O)O)c12	-0.0075
53	O=C(NCCc1ccccc1)c1cc2sccc2n1Cc1ccccc1	-0.87
54	CCOC(=O)CN1C(=O)N[C@@H](c2cccc(C(F)(F)F)c2)C(C(C)=O)=C1C	0.91
55	CC1=CCC(C(=O)O)(C(=O)N/N=C/c2cccs2)C(c2ccc(Cl)cc2)C1 (stereo not given)	-1.3
56	CC1(C)Cc2c(C#N)c(N3CCN(C(=O)c4ccccc4)CC3)nc(-c3ccco3)c2CS1	-2.6
57	Cc1nc(SCC(=O)Nc2cc(C)on2)c2c(C)c(C)sc2n1	-0.038
58	FC(F)(F)c1cccc(NC(=S)Nc2cccc(Cl)c2)c1	-7.2*
59	Cc1ccc(C(=O)c2ccc([N+](=O)[O-])cc2)cc1C	0.017
60	O=C(NCC1CCCO1)C(C(=O)c1ccc(F)cc1)n1ccccc1=O (stereo not given)	0.39

Remaining list, next part:
entry	Molecule	Cav3 T inh
61	Cc1cccc(S(=O)(=O)Nc2ccc(C)c3c2OC(C)(C)C3)c1	-3.5
62	COCCCNC(=O)c1ccc2c(=O)n(C3CCCC3)c(=S)[nH]c2c1	0.57
63	CC1CC(C)CN(CCCNC(=O)CCNC(=O)Cn2ccc3ccccc3c2=O)C1 (stereo not given)	-0.79
64	O=C(CCn1nnc2ccccc21)Nc1nnc(Cc2ccc(F)cc2)s1	-1.5
65	Cc1noc(C)c1COc1cccc(C(=O)OCC(=O)N2CC(=O)Nc3ccccc32)c1	-2
66	COn1c(=O)c(=O)n(O)c2ccccc21	-0.22
67	O=C(CCC1COc2ccccc2O1)NCc1ccco1 (stereo not given)	0.83
68	COc1ccc(S(=O)(=O)N2CCCC(C(=O)NCCC3=CCCCC3)C2)cc1 (stereo not given)	-0.24
69	CCCOC(=O)c1ccc(OCC(O)CN2C(=O)NC(C)(C)C2=O)cc1 (stereo not given)	0.59
70	COc1ccc(S(=O)(=O)N2CC3C4C=CC(C4)C3C2)cc1 (stereo not given)	-3.6
71	NC(=O)CSc1nc2scc(-c3ccco3)c2c(=O)n1-c1ccccc1	0.45
72	CCOC(=O)C(C(C)=O)C(c1ccc(OCCC(C)C)cc1)C(C(C)=O)C(=O)OCC (stereo not given)	-2.9

Later entries.
entry	Molecule	Cav3 T inh
73	O=C(NCc1ccc2c(c1)OCO2)c1cc(-c2ccccc2Cl)on1	-3.2
74	CCC(C)c1ccc(NC(=O)c2cccs2)cc1 (stereo not given)	-1.5
75	Cn1nnnc1SCC(=O)NCCCc1ccccc1	0.65
76	CCCN(C(=O)CSc1nnc(-c2ccoc2C)n1N)C1CCS(=O)(=O)C1 (stereo not given)	0.047
77	COCCNC(=O)c1cc2c(=O)n(C)c3ccccc3c2n1C	0.024
78	COc1ccc(Cl)cc1C(=O)NCCN(C)C	0.79
79	NS(=O)(=O)c1ccc(CCNc2nc(CN3CCOCC3)nc3sc4c(c23)CCC4)cc1	2.1
80	CN1CCN(C(=O)C2=C[C@H](c3coc4ccccc4c3=O)C[C@H](OCCCCO)O2)CC1	0.031
81	COc1ccc(-c2c(C)nn(-c3ccccc3)c2N)cc1OC	1
82	c1csc(Cn2nnnc2CN2CCN(c3nc4ccccc4s3)CC2)c1	-1.7
83	Cc1onc(-c2ccccc2)c1C(=O)N1CCCSC1=Nc1ccccc1	-1.2
84	COCCNC(=O)C(c1ccc(C)o1)N(C(=O)c1snc(C(N)=O)c1N)c1cccc(C)c1 (stereo not given)	-1.7

Carrying on.
entry	Molecule	Cav3 T inh
85	Cn1c(=O)c2c(-c3cccc(F)c3)c3c(nc2n(C)c1=O)-c1ccccc1C3O (stereo not given)	0.12
86	CN(Cc1ccccc1)c1ncnc2ccc(Br)cc12	-3.9
87	C=CCn1c(CSc2nc3ccccc3s2)nnc1SCC(=O)NCCN1CCOCC1	0.29
88	CC(=O)NCc1ccc(-c2csc(N)n2)s1	-0.17
89	CN(C(=O)CSC1=NCCS1)c1ccccc1	-0.045
90	COc1ccccc1CNC(=O)Cn1nnc(-c2ccncc2)n1	0.93
91	O=S1(=O)c2ccccc2N=NN1Cc1ccc(Cl)cc1	0.26
92	CCN1C(=O)c2ccc(C(=O)Nc3nccs3)cc2C1=O	-0.087
93	COc1ccc(C(=O)NCc2cccnc2)cc1Br	-0.87
94	CCC(O)c1cc2c(cc1NC(=O)c1ccc(C)cc1)OCCO2 (stereo not given)	0.035
95	O=C(CN(C(=O)CNC(=O)c1ccco1)c1ccc2c(c1)OCO2)NC1CCCCC1	-1.4
96	CC(NC(=O)CSc1nc2c(c(C(F)(F)F)n1)CCc1ccccc1-2)c1ccccc1 (stereo not given)	-2.3

The results go on:
entry	Molecule	Cav3 T inh
97	O=C(Cc1cccs1)Nc1ccc(S(=O)(=O)Nc2ncccn2)cc1	0.66
98	COC(=O)c1ccc2nc(C3CCCCC3)c3c(c2c1)CCC3	0.11
99	COc1ccc(S(=O)(=O)Nc2ccc(S(=O)(=O)Nc3ccc(F)cc3)cc2)cc1C	-6.8*
100	O=C(Nc1nccs1)C(NS(=O)(=O)c1ccc(Br)s1)c1ccccc1 (stereo not given)	-5.8*
101	C=CCn1c(Cc2cccs2)nnc1SCC(=O)Nc1ccc(OC)cc1	-0.45
102	Cc1ccc(N2CC(C(=O)NCCCn3ccnc3)CC2=O)cc1 (stereo not given)	-0.55
103	Cc1ccc(S(=O)(=O)NCC(c2ccccc2)N2CCN(CCC#N)CC2)cc1 (stereo not given)	-0.2
104	COCCOC(=O)c1c(C)nc(SCC(=O)Nc2ccc(OC)cc2)c(C#N)c1-c1ccco1	0.82
105	CN(C)c1nc(N)nc(CSc2ccccn2)n1	0.46
106	Cc1cc(N2CCN(c3cccc(C(F)(F)F)c3)CC2)n2nc(C)nc2n1	0.64
107	CNc1nnc(-c2cc3ccccc3oc2=O)s1	-0.027
108	COc1ccc(-c2nnc(CSc3nc4ccccc4c(=O)n3CC(C)C)o2)cc1OC	-2.1

(next part)
entry	Molecule	Cav3 T inh
109	O=C(O)CN1C(=O)SC(Nc2ccccc2)C1=O (stereo not given)	-0.13
110	O=C1CC(c2ccccc2)CC(O)=C1C=NCCN1CCOCC1 (stereo not given)	0.057
111	CC(C)c1ccccc1NC(=O)c1cnccn1	-1.1
112	Cc1ccc2cccc(NC(=O)C(F)(F)F)c2n1	-0.23
113	O=S(=O)(Nc1nc2ccccc2nc1NCc1ccco1)c1ccc(Cl)cc1	-4.8*
114	CCOC(=O)N1CCC2(O)CCCCC2C1c1ccc(F)cc1 (stereo not given)	-0.49
115	CCOC(=O)c1nn(-c2ccc(F)cc2)c(C)c1C(C)=O	0.68
116	O=C(CCN1CCN(c2ccc(F)cc2)CC1)Nc1ccccc1F	-0.079
117	Cc1ccc(-c2nc(SCC(=O)N(C)C3CCS(=O)(=O)C3)[nH]c2-c2ccc(C)cc2)cc1 (stereo not given)	-0.36
118	O=C1CC(N2CCN(c3ccc(F)cc3)CC2)C(=O)N1Cc1ccc(N2CCCC2=O)cc1 (stereo not given)	0.46
119	Nc1c(C(=O)OCC2CCCO2)c2nc3ccccc3nc2n1-c1ccc2c(c1)OCCO2 (stereo not given)	-0.089
120	O=C(COc1ccccc1F)c1ccc(O)cc1O	-0.29

Remaining list, next part:
entry	Molecule	Cav3 T inh
121	Brc1ccc(C2=NC(Cc3ccccc3)CO2)cc1 (stereo not given)	-3.3
122	CCOC(=O)C(NCc1ccco1)(NC(=O)c1ccc(OC)cc1)C(F)(F)F (stereo not given)	1.2
123	Cn1c(Cc2ccccc2)nnc1SCCC(=O)Nc1ccccc1	0.35
124	c1ccc(-n2c(-c3ccncc3)nnc2N2CCOCC2)cc1	0.84

Arranged by the number under Cav3 T inh (low to high): some entries from above
cpd | SMILES | Cav3 T inh
121 | Brc1ccc(C2=NC(Cc3ccccc3)CO2)cc1 (stereo not given) | -3.3
123 | Cn1c(Cc2ccccc2)nnc1SCCC(=O)Nc1ccccc1 | 0.35
124 | c1ccc(-n2c(-c3ccncc3)nnc2N2CCOCC2)cc1 | 0.84
122 | CCOC(=O)C(NCc1ccco1)(NC(=O)c1ccc(OC)cc1)C(F)(F)F (stereo not given) | 1.2
